IL1B NFkB inh – blocks IL-1B driven NFkB nuclear translocation in HUVEC cells. HUVEC IL-1B NFkB p65 nuclear translocation imaging. inhibition, % at 2 µM. 0.43% of 94,000 active. AID 796;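 active = inhibition above about 30% together with a positive call from visual inspection of the well image, limit read from the data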;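 also: nuclear over cytoplasmic p65 intensity ratio measured by imaging; 0% = IL-1B stimulated DMSO wells and 100% = unstimulated DMSO wells; values of inactives mirror those of a sister screen read the other way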
PLAP inhibition – PLAP enzyme inhibitors, biochemical, luminescence, HTS (AID 690); inhibition, % at 20 µM; hits with a dose series show IC50 in µM; purified PLAP, luminescent substrate; higher % means a stronger effect; 0.08% of 96,000 active; in the data active = a potency from the dose series; inactive = the rest, 99 in 100 with inhibition below about 30%; also: strong numbers were not always called active
MRP resist rev – compounds reversing MRP-mediated drug resistance. H69AR cells + 2 uM doxorubicin, CellTiter-Glo, 72 h. differential viability (reversal), % at 10 µM. 0.04% of 85,000 active. AID 602;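 active = viability drop by adding the cancer drug above about 55%, with treated viability meeting a 40% cutoff, limit read from the data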;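 also: viability without doxorubicin minus viability with 2 µM doxorubicin for each compound; larger differential means the compound sensitizes cells more to doxorubicin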
IL1B NFkB pot – enhances IL-1B driven NFkB nuclear translocation | HUVEC IL-1B NFkB p65 nuclear translocation imaging | activation, % at 2 µM | 0.3% of 94,000 active | AID 819;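 active = activation above 40%, about the mean plus 3 SD, also judged a hit on visual image review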;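 also: percent activation is computed from the nuclear over cytoplasmic p65 intensity ratio; values of inactives mirror those of a sister screen read the other way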
Bcl-B displacement – displacers of TR3 peptide from Bcl-B, primary screen, selectivity assay for Bfl-1 inhibitor project, biochemical, fluorescence polarization; FP displacement of FITC-TR3 peptide from Bcl-B; higher % means a stronger effect; displacement, % at 20 µM, or IC50 in µM where a hit was titrated; 0.11% of 96,000 active;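 active = displacement above 50% at 20 µM plus a fluorescence interference ratio under 1.5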;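 also: plate controls were wells without compound for no effect and wells lacking Bcl-B protein for full effect; a part of the inactive calls stands beside numbers as strong as those of hits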
MRP resist rev cytotoxicity – recorded beside MRP resist rev, whose call it bears; viability, %; H69AR cells, CellTiter-Glo, 72 h; measured here: cytotoxicity without doxorubicin
MRP resist rev with doxorubicin – also measured in MRP resist rev; calls as there; viability, %; measured here: viability with 2 uM doxorubicin; stronger effect = lower value
IL1B NFkB inh cell count 2 µM – second read-out of IL1B NFkB inh, no call of its own (marks repeat the call); cell count; measured here: cells passing quality filter;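 raw number of nuclei counted in each imaged well without normalization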
IL1B NFkB pot cell count 2 µM – recorded beside IL1B NFkB pot, whose call it bears; cell count; measured here: cells passing quality filter
* marks the source's active call; other numbers are inactive results; x = no result given. An excerpt. The share of hits here may be higher or lower than overall.

SMILES | IL1B NFkB inh | IL1B NFkB inh cell count 2 µM | PLAP inhibition | MRP resist rev | MRP resist rev cytotoxicity | MRP resist rev with doxorubicin | IL1B NFkB pot | IL1B NFkB pot cell count 2 µM | Bcl-B displacement
CCOc1ccc(Nc2ncnc(N)n2)cc1 | 3 | 155 | 1% | 3 | 93 | 90 | -3 | 155 | -10%
CC(C)C(=O)Nc1nnc(CCc2nnc(NC(=O)C(C)C)s2)s1 | -8 | 131 | x | 19 | 80 | 62 | 8 | 131 | x
COc1cccc(NC(=O)CCS(=O)(=O)c2cccs2)c1 | x | x | 7% | -1 | 98 | 99 | x | x | -10%
COc1ccc(Cc2nn3c(Cn4nnc5ccccc54)nnc3s2)cc1 | -4 | 118 | -36% | x | x | x | 4 | 118 | 5%
COc1cccc(CN(C(=O)c2cc3ccccc3oc2=O)C2CC2)c1 | -2 | 165 | -15% | 16 | 97 | 81 | 2 | 165 | 1%
O=C(NC1CCS(=O)(=O)C1)c1c(NC(=O)C2COc3ccccc3O2)sc2c1CCCC2 (configuration not stated) | -5 | 141 | 15% | -5 | 23 | 28 | 5 | 141 | -14%
C=CCOC(=O)CN1C(=O)c2ccccc2C1=O | x | x | -2% | -3 | 101 | 104 | x | x | -3%
Cc1ccc(-c2ccc(NC(=O)C3C4C=CC(C4)C3C(=O)O)cc2)o1 (configuration not stated) | -1 | 183 | 6% | x | x | x | 1 | 183 | 0%
Cc1nnc(SCC(=O)c2cc(C)n(-c3c(C)n(C)n(-c4ccccc4)c3=O)c2C)s1 | x | x | -58% | 2 | 94 | 92 | x | x | -5%
N#CC1=C(SCC(=O)c2cc3ccccc3oc2=O)NC(=O)C(C#N)C12CCCC2 (configuration not stated) | 14 | 148 | -48% | -5 | 83 | 88 | -14 | 148 | 2%
COc1ccc(C2=C(C)CC(C)(C)NC2=O)cc1OC | -4 | 111 | -6% | 0 | 87 | 88 | 4 | 111 | -5%
COc1ccc(NC(=O)COC(=O)CCCc2c[nH]c3ccccc23)cc1 | 0 | 169 | -48% | -1 | 97 | 98 | 0 | 169 | -3%
Cc1ccccc1N(CC(=O)NCCSC1CCCCC1)S(=O)(=O)c1ccccc1 | -3 | 92 | 4% | x | x | x | 3 | 92 | -10%
Cc1cc(C)cc(NC(=O)C2CCCN(c3nc(C)cc(C)n3)C2)c1 (configuration not stated) | x | x | 8% | 1 | 62 | 61 | x | x | -2%
CC1(C)CC(=O)c2sc(NC(=O)C3COc4ccccc4O3)nc2C1 (configuration not stated) | -8 | 69 | -18% | 13 | 89 | 76 | 8 | 69 | -2%
O=C(Cn1c(-c2cscn2)nc2ccccc21)Nc1ccc2ccccc2c1 | -16 | 130 | 10% | 9 | 78 | 69 | 16 | 130 | -3%
Cc1noc2ncnc(Sc3ccccc3Cl)c12 | 15 | 139 | -17% | -1 | 2 | 3 | 0 | 53 | -4%
COc1cccc(C2CC(=O)N3CN(c4cccc(Cl)c4C)CSC3=C2C#N)c1OC (configuration not stated) | -10 | 191 | -28% | 6 | 91 | 85 | 10 | 191 | 16%
CCn1cc(C(=O)NCCOC)c(=O)c2ccc(C)nc21 | -7 | 91 | -67% | -3 | 84 | 87 | 7 | 91 | -2%
O=C(Nc1ccc(F)cc1)Nc1ccc(Cl)cn1 | -11 | 140 | 15% | -2 | 65 | 67 | 11 | 140 | -7%
CCn1c(C(=O)N2CCCC(C(=O)NCCCc3ccccc3)C2)cc2sccc21 (configuration not stated) | -8 | 123 | x | -17 | 71 | 88 | 9 | 123 | x
COC(=O)c1c(NC(=O)C2CC(=O)NN2Cc2ccccc2)sc(C)c1C (configuration not stated) | 1 | 131 | -49% | x | x | x | -1 | 131 | 2%
CCOc1ccc(Nc2nc3c(c(=O)[nH]2)CCC3)cc1 | -4 | 82 | -24% | x | x | x | 4 | 82 | 0%
Cc1ccc(C)c(-n2nnnc2SCC(=O)Nc2c(C)n(C)n(-c3ccccc3)c2=O)c1 | 4 | 148 | 3% | 5 | 99 | 94 | -4 | 148 | 1%
Cc1cccc(OCc2nc(C#N)c(NCc3ccc4c(c3)OCO4)o2)c1 | 0 | 44 | -12% | 17 | 98 | 81 | 0 | 44 | -12%

Copied from the list:
Cc1noc2ncnc(Sc3ccccc3Cl)c12 in IL1B NFkB pot has 0
COc1cccc(NC(=O)CCS(=O)(=O)c2cccs2)c1 in MRP resist rev cytotoxicity has 98
CCn1c(C(=O)N2CCCC(C(=O)NCCCc3ccccc3)C2)cc2sccc21 (configuration not stated) in MRP resist rev has -17
CCOc1ccc(Nc2ncnc(N)n2)cc1 in Bcl-B displacement has -10%

Other results follow.
SMILES | IL1B NFkB inh | IL1B NFkB inh cell count 2 µM | PLAP inhibition | MRP resist rev | MRP resist rev cytotoxicity | MRP resist rev with doxorubicin | IL1B NFkB pot | IL1B NFkB pot cell count 2 µM | Bcl-B displacement
O=C(Cc1csc(Nc2nc(=S)[nH]c3ccccc23)n1)NCc1ccc(Cl)cc1 | 8 | 141 | -23% | x | x | x | -8 | 141 | -31%
O=C(CNC1=NCCC1)c1ccc2c(c1)OCCO2 | -33 | 158 | 8% | x | x | x | 33 | 158 | -1%
COc1ccc(C(O)(C(=O)NNc2ccc(C)cc2)c2cccs2)cc1 (configuration not stated) | -6 | 130 | 10% | x | x | x | 6 | 130 | -10%
C=CCn1c(SCc2ccc(C#N)cc2)nnc1-c1ccccc1 | 0 | 72 | 3% | -6 | 87 | 93 | 0 | 72 | 7%
COC(=O)NNC(=O)c1cccc(C)c1 | x | x | -2% | x | x | x | x | x | -11%
CCOC(=O)N1CCN(c2nc(C)c3c(n2)CCCC3=O)CC1 | -11 | 96 | -39% | 20 | 105 | 85 | 11 | 96 | 2%
COCCn1c(CN2CCC(Cc3ccccc3)CC2)nc2c1c(=O)n(C)c(=O)n2C | -7 | 174 | -44% | 29 | 53 | 24 | 7 | 174 | 0%
CN1CCC(=NNC(=O)C(=O)NCc2ccccc2)CC1 | 10 | 135 | 6% | x | x | x | -10 | 135 | 1%
Cc1noc(C)c1C(=O)Nc1ccc(F)cc1F | -7 | 168 | 13% | 0 | 96 | 96 | 7 | 168 | -5%
C=CCn1c(SCC(=O)NC(=O)NC2CCCC2)nnc1C1CCCCC1 | 8 | 129 | x | x | x | x | -8 | 129 | x
Brc1cccc(-c2nnc3sc(CN4CCC5(CC4)OCCO5)cn23)c1 | 4 | 78 | -22% | 13 | 86 | 73 | -4 | 78 | -13%
C=CCNC(=O)c1ccc2nc(-c3ccccc3)c(-c3ccccc3)nc2c1 | x | x | 3% | x | x | x | x | x | 7%
O=c1cc(-c2ccco2)oc2ccc(Cl)cc12 | -8 | 159 | 7% | 6 | 88 | 81 | 8 | 159 | -4%
COC(=O)CN(c1ccccc1C)S(C)(=O)=O | -11 | 123 | 4% | x | x | x | 11 | 123 | -18%
CCc1nnc(NC(=O)C2Cc3ccccc3CN2S(=O)(=O)c2cccs2)s1 (configuration not stated) | -15 | 177 | 9% | -2 | 71 | 74 | 15 | 177 | 6%
COc1cccc(C2NC(=O)NC(O)(C(F)(F)F)C2C(=O)c2cccnc2)c1OC (configuration not stated) | x | x | -10% | 4 | 95 | 90 | x | x | 13%
Cn1c(=O)cc(OCCCC(=O)NCc2ccc3c(c2)OCO3)c2ccccc21 | 5 | 165 | 1% | 16 | 89 | 73 | -5 | 165 | -13%
O=C(N/C(=C\c1ccco1)C(=O)N1CCCC1)c1cccs1 | -18 | 96 | 11% | x | x | x | 18 | 96 | -14%
CNC(=S)NNC(=O)COc1ccccc1C | 4 | 123 | -36% | x | x | x | -4 | 123 | 2%
COc1cccc(-c2cc(C(F)(F)F)nc(-n3cncn3)n2)c1 | -13 | 152 | -9% | -13 | 73 | 85 | 13 | 152 | 10%
COc1ccccc1-n1c(=O)c2c3c(sc2n2c(SC)nnc12)CCC3 | 0 | 97 | x | x | x | x | 0 | 97 | x
CC1=NN(c2ccccc2)C(=O)C1C(=O)c1ccc(Cl)cc1 (configuration not stated) | -33 | 179 | 4% | x | x | x | 33 | 179 | 4%
Cc1[nH]c2ccccc2c1C(=O)CN1CCC(C(N)=O)(N2CCCCC2)CC1 | -18 | 147 | -6% | 2 | 85 | 83 | 18 | 147 | 3%
O=C(COc1ccc(Cl)cc1)NCCC1=CCCCC1 | 1 | 142 | 9% | x | x | x | -1 | 142 | 3%
COc1cc(OC)c(-c2nn3c(-c4ccncc4)nnc3s2)cc1OC | x | x | -38% | 6 | 74 | 68 | x | x | -12%
More entries.
SMILES | IL1B NFkB inh | IL1B NFkB inh cell count 2 µM | PLAP inhibition | MRP resist rev | MRP resist rev cytotoxicity | MRP resist rev with doxorubicin | IL1B NFkB pot | IL1B NFkB pot cell count 2 µM | Bcl-B displacement
O=C(CSC1=NCCS1)Nc1nc2c(s1)CCCC2 | -19 | 166 | -1% | -12 | 17 | 29 | 19 | 166 | -2%
CCCCCCNS(=O)(=O)c1ccc(Cl)s1 | -19 | 114 | 52% | 6 | 82 | 77 | 19 | 114 | -13%
COc1cc2c(cc1NC(=O)c1cccnc1)oc1ccccc12 | -15 | 123 | 22% | -30 | 35 | 65 | 15 | 123 | 4%
O=C1C2C(C(=O)N1c1ccncc1)C1C=CC2C12CC2 (configuration not stated) | -9 | 97 | 6% | 1 | 107 | 106 | 9 | 97 | 12%
CC1=CS(=O)(=O)CC1Sc1nc2ccccc2[nH]1 (configuration not stated) | -4 | 154 | -10% | 0 | 85 | 86 | 12 | 76 | 3%
CC(C)(C)c1ccc(/C=C/C(=O)N2CCc3ccccc3C2)cc1 | 5 | 120 | x | x | x | x | -5 | 120 | 3%
COc1ccc(C(=O)CN2C(=O)NC(C)(c3ccc(C)cc3)C2=O)cc1OC (configuration not stated) | 5 | 172 | -22% | -13 | 79 | 92 | -5 | 172 | 25%
COC(=O)CN(c1ccccn1)S(=O)(=O)c1ccccc1 | -11 | 190 | -42% | 5 | 94 | 89 | 11 | 190 | -2%
O=C1CCCc2[nH]nc(-c3cccnc3)c21 | 6 | 120 | -24% | 7 | 99 | 91 | -6 | 120 | -4%
Cc1ccc(NC(=O)CO/N=C(\N)c2nonc2N)cc1 | -4 | 118 | -13% | x | x | x | 4 | 118 | 0%
O=C(COC(=O)C1CCN(S(=O)(=O)c2cccc3cccnc23)CC1)c1ccc([N+](=O)[O-])cc1 | 2 | 141 | 4% | x | x | x | -2 | 141 | -4%
Cc1ccc(C(=O)Nc2ncc(Cc3ccccc3)s2)o1 | -4 | 89 | 5% | -14 | 74 | 88 | 4 | 89 | -17%
CC(=O)c1ccc(S(=O)(=O)N2CCN(c3nc4c(C)c(C)ccc4cc3C#N)CC2)cc1 | 15 | 108 | x | -19 | 36 | 55 | -15 | 108 | x
Cc1noc(C)c1CSc1ncnc2sc3c(c12)CCC3 | x | x | 5% | 8 | 93 | 85 | x | x | 12%
Cc1ccc(C(=O)OCn2ncc(Cl)c(Cl)c2=O)cc1 | 79* | 103* | 16% | x | x | x | -79 | 103 | 8%

A draw from above in order of formula weight, smallest number first:
SMILES | IL1B NFkB inh | IL1B NFkB inh cell count 2 µM | PLAP inhibition | MRP resist rev | MRP resist rev cytotoxicity | MRP resist rev with doxorubicin | IL1B NFkB pot | IL1B NFkB pot cell count 2 µM | Bcl-B displacement
CCOc1ccc(Nc2nc3c(c(=O)[nH]2)CCC3)cc1 | -4 | 82 | -24% | x | x | x | 4 | 82 | 0%
COc1cccc(NC(=O)CCS(=O)(=O)c2cccs2)c1 | x | x | 7% | -1 | 98 | 99 | x | x | -10%
CC1(C)CC(=O)c2sc(NC(=O)C3COc4ccccc4O3)nc2C1 (configuration not stated) | -8 | 69 | -18% | 13 | 89 | 76 | 8 | 69 | -2%

Limited to MRP resist rev cytotoxicity, for some of the entries so far:
SMILES | MRP resist rev cytotoxicity
COc1cc(OC)c(-c2nn3c(-c4ccncc4)nnc3s2)cc1OC | 74
O=C(CSC1=NCCS1)Nc1nc2c(s1)CCCC2 | 17
CCCCCCNS(=O)(=O)c1ccc(Cl)s1 | 82
COc1cc2c(cc1NC(=O)c1cccnc1)oc1ccccc12 | 35
O=C1C2C(C(=O)N1c1ccncc1)C1C=CC2C12CC2 (configuration not stated) | 107

From PubChem
